Assay outcomes from PubChem.
dFosB activator: mouse delta FosB homodimer activation; activation, % at 25 µM; AID 493131; actives 0.99% (n = 340,000); P13346; purified delta FosB, TAMRA-CDK5 oligo fluorescence polarization; percent of positive-control signal above neutral wells;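 active means mean activation above about 17%, with every replicate also reaching it, limit read from the data, passing the limit was not always enough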;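 further: fluorescence polarization rise as delta FosB binds a TAMRA Cdk5 AP-1 oligo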
Wnt act: activators of Wnt/beta-catenin signaling; AID 743398; activation, % at 9.35 µM; Wnt/beta-catenin reporter cell assay, activator, plate reader; actives 1.2% (n = 300,000); in the data active means activation above about 30%, passing the limit was not always enough;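 further: 0% = neutral control wells and 100% = positive control wells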
CAL PDZ FP-1: blocks peptide binding to the human CAL PDZ domain | Q9HD26 | purified CAL PDZ, TMR-peptide fluorescence polarization, 1 h | inhibition, % at 24.9 µM | actives 0.92% (n = 300,000) | AID 602252;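 active means mean inhibition of at least 30% with at least half of replicates also reaching 30%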;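 further: 0% = DMSO neutral control and 100% = excess unlabeled competitor peptide PRC23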
MITF TRPM1 HTS: increases MITF-driven TRPM1 promoter luciferase signal. actives 0.75% (n = 300,000). SK-MEL-5 TRPM1-promoter luciferase, 24 h; % of positive control, neutral wells = 0. activation, % at 12.5 µM;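 active means mean activation of at least 80% with every replicate also reaching 80%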;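 further: 0% = neutral control wells and 100% = parthenolide positive control wells; values of inactives mirror those of a sister screen read the other way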
Tat transport: blocks Tat-dependent protein export in E. coli | E. coli MC4100 TorA-mCherry Tat export, fluorescence | inhibition, % at 10 µM | actives 0.036% (n = 340,000) | AID 488895;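 active means mean replicate inhibition at least 50% and at least half of replicates individually reaching 50%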;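 further: exported cargo escapes ClpAP degradation while cytoplasmic cargo is degraded and loses fluorescence; 0% = median of neutral control wells and 100% = median of NaSCN control wells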
V-ATPase pH: regulators of yeast V-ATPase proton transport | S. cerevisiae, pHLuorin cytosolic pH fluorescence | response, % at 10 µM | actives 0.37% (n = 350,000); in the data active means response mostly above about 7.3%, no sharp cut-off; inactive means mostly below about 5.4%; further: actives read high; inactives centre near 0; some compounds called inactive have numbers as strong as hits
CDK5 inh: CDK5/p35 (human) kinase inhibition. AID 488839. inhibition, % at 10 µM. Recombinant CDK5/p35, ADP-Glo luminescence, 60 min. Q00535+Q15078. actives 0.01% (n = 330,000);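 active means highest replicate inhibition of at least 50% and at least 75% of replicates reaching 50%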;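 further: plate controls were DMSO neutral control for no effect and GW8510 at 10 µM for full effect; many of its hits are not listed in these tables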
Target sequence (Q00535 whole entry, looked up): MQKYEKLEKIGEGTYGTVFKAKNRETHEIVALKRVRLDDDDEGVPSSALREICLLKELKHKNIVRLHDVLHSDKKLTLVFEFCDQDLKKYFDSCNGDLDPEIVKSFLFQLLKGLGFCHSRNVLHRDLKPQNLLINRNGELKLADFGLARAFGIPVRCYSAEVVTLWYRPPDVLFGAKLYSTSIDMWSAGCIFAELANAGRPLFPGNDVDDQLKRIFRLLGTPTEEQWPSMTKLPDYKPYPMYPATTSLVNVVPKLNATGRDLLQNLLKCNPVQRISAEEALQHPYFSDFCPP
Target sequence (Q15078 whole entry, looked up): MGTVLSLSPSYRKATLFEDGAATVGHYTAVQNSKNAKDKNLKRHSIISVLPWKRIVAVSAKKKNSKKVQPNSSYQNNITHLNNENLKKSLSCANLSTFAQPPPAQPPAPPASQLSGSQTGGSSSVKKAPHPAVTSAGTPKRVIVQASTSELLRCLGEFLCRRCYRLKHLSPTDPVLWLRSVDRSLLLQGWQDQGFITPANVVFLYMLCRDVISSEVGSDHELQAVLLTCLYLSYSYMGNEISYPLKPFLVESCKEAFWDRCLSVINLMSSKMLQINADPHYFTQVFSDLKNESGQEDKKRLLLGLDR
cardiac RTF act: cardiac RTF calcium sensitization. P19429+P45379. IANBD-labeled TnC RTF fluorescence at EC20 calcium; 0% EC20 calcium, 100% full calcium. activation, % at 7.2 µM. actives 0.24% (n = 340,000);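 active means activation above the mean over all tested compounds plus 3 SD, cut at about 30% in these data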;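 further: rise in fluorescence read as greater calcium sensitivity of cardiac thin filaments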
Rtt109 HAT inh: C. albicans Rtt109 histone acetyltransferase inhibition; purified Rtt109/Vps75, ThioGlo CoA-SH fluorescence, 4 h; inhibition, % at 34.9 µM; actives 0.16% (n = 330,000); AID 540336;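 active means inhibition of at least 50% in every replicate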
Target sequence (Q5AAJ8 whole entry, looked up): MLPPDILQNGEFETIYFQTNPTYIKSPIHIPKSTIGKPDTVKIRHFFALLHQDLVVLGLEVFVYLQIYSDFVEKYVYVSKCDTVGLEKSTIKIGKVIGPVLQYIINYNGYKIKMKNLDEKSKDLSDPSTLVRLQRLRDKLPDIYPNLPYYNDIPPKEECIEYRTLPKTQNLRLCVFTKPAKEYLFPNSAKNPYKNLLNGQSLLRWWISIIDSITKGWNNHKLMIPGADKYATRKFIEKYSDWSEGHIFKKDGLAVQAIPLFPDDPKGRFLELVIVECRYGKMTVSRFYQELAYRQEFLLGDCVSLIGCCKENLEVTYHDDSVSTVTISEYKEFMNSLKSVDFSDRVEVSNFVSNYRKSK
CAL PDZ FP-2: human CAL PDZ-peptide interaction inhibition | Q9HD26 | purified CAL PDZ, TMR-peptide fluorescence polarization, 1 h | inhibition, % at 20 µM | actives 0.02% (n = 330,000) | AID 504414;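 active means highest replicate inhibition of at least 40%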;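 further: plate controls were DMSO neutral control wells for no effect and unlabeled competitor peptide control wells for full effect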
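Read-out basis: mP drop reported as inhibition | Assay system: Tagged CAL PDZ protein CerCALP, purified | Benchmarks: Unlabelled peptide for full inhibition, DMSO wells as neutral | Schedule: 1 h incubation at room temperature before polarization reading | Buffer or medium: Sodium phosphate/NaCl buffer pH 7.4 with TCEP, IgG, Thesit | Doses: Single point, 20 µM | Measured by: Fluorescence polarization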
* marks the source's active call; other numbers are inactive results; x = no result given; & = joins results of further samples.

SMILES	dFosB activator	Wnt act	CAL PDZ FP-1	MITF TRPM1 HTS	Tat transport	V-ATPase pH	CDK5 inh	cardiac RTF act	Rtt109 HAT inh	CAL PDZ FP-2
O=C1C(NS(=O)(=O)c2cccs2)=C(N2CCN(c3cccc(Cl)c3)CC2)C(=O)c2ccccc21	-5	x	0	-7	-7	x	2.9	7	0	-0.9
O=C(Nc1nc2ccccc2s1)NC1CCCCC1	-13	42*	-1	86*	-8	-2	-0.9	-5	19	-2.4
CCOC(=O)c1c(NC(=O)CSc2nnc(-c3c[nH]c4ccccc34)n2CCOC)sc2c1CCCCC2	-10	-1	-4	x	2	-2	-1.7	1	9	0.5
O=C(CCc1nnc2n(Cc3ccc(Cl)cc3)c(=O)c3ccccc3n12)N1CCN(c2ccccn2)CC1	-4	x	0	-14	0	4	0.9	3	-2	-2.6
Cc1cccc(-c2nc3c(c(SCC(=O)N(C)C)n2)CCCC3)c1	-8	x	-1	5	9	0	0.7	0	0	-0.2
CS(=O)(=O)c1ncc(CO)n1Cc1ccccc1	6	-4	0	-7	-2	-1	0.4	-4	-2	-0.9
CCN(CC)S(=O)(=O)c1cccc(NC(=O)COc2ccc(C#N)cc2OC)c1	-14	x	1	-1	-5	4	-5.3	3	5	-1.3
COc1cc(C(c2sc3nc(C)nn3c2O)N2CCN(c3ccccc3)CC2)cc(OC)c1OC (stereo unspecified)	0	-3	-6	x	8	-3	-3.9	4	4	-1.2
S=c1[nH]nc(Nc2cccc(Cl)c2)s1	0	7	-3	1	2	1	1.5	-2	0	-3.2
CCN(CC)CC(=O)N1c2ccccc2CCc2ccc(NC(=O)c3cc(OC)c(OC)c(OC)c3)cc21	-15	2	x	7	-9	-2	-3.8	14	1	-1.8
O=C(CNC(=O)c1ccccc1F)OCn1nnc2ccccc2c1=O	-10	3	11	11	-10	5	-0.4	1	-10	-0.2
O=C(OCC(F)(F)C(F)F)c1ccccc1C(=O)Oc1ccc(F)cc1F	5	x	1	2	7	0	3.0	-7	-4	-1.6
CC(Sc1nc2cc(Cl)ccc2s1)C(=O)Nc1ccc2c(c1)OCO2 (stereo unspecified)	-4	24	0	22	3	-2	-0.2	-4	-2	-1.3
c1ccc(-c2c[n+]3c(n2-c2ccccc2)CCC3)cc1	-4	0	1	-18	3	8	-0.8	8	-16	0.6
CCCn1c(SCC(=O)NC(C)C23CC4CC(CC(C4)C2)C3)n[nH]c1=O (stereo unspecified)	2	x	-3	-4	-4	1	0.5	-2	1	-0.3
COc1ccc(-n2c(SCC(=O)Nc3ccccc3OC)nc(O)c(Cc3ccccc3)c2=O)cc1	-4	-1	-2	6	9	-3	x	-3	0	-2.5
CSc1cccc(NC(=O)C2CCCN2S(=O)(=O)c2ccc(Br)s2)c1 (stereo unspecified)	3	x	-4	-9	4	3	-1.5	-5	-7	-1.9
Cn1nc(C(F)(F)F)c(-c2ccc(Br)cc2)c1NC(=O)CSCC(=O)O	1	3	7	-1	3	2	-3.2	5	3	1.3
COc1cc(CN2CCN(c3cccc(C)c3C)CC2)cc(OC)c1O	-2	-2	-2	x	-4	-1	-2.3	4	-1	0.6
CCOc1ccc(N(CC(=O)NC2CCCCC2)S(=O)(=O)c2ccc(C)cc2)cc1	-2	0	-3	3	1	1	2.2	-7	-4	-3.6
CNCC[C@H](Oc1cccc2ccccc12)c1cccs1	4	-20	-5	-8	3	-3	1.1	-3	15	-0.3
Cc1ccc(C(=O)Cn2cccn2)cc1	8	12	0	7	1	-2	-1.8	3	-9	-2.5
C=CCc1cc(C(=O)N2CCCCC2)ccc1O	-4	-7	-2	x	-4	-3	0.4	0	x	-2.1
Cc1ccccc1OCCn1ccnc1	4	-1	1	x	-2	1	-0.9	1	-2	0.2
O=C(CSc1nc2c([nH]c3ccccc32)c(=O)n1-c1ccccc1F)NCC1CCCO1 (stereo unspecified)	-2	-1	-4	-11	3	4	-0.2	-7	-8	-1.9
O=C(CCC(=O)Nc1ccccc1Cl)NNS(=O)(=O)c1ccc(Cl)cc1	11	-1	-3	-3	-4	-1	-1.1	-2	-1	-2.4
CCOc1ccc(NC(=O)CSc2nc(=O)n(Cc3cccnc3)c3c2CCC3)cc1	-9	1	-4	-7	1	0	-0.7	-2	4	-0.7
CN(C(=O)c1ccc(NC(=O)Cc2ccc(NC(=O)C3CCN(C(=O)C4CCCCC4)CC3)cc2)cc1)C1CC1	-5	1	-1	3	-3	-6	1.9	-4	5	-1.8
CN(C(=O)c1cccs1)c1ccccc1C(=O)O	4	x	-2	x	-5	-6	0.3	-4	23	-3.0
CCOC(=O)C(C)Oc1ccc2c(CC)cc(=O)oc2c1C (stereo unspecified)	-13	-4	-2	3	3	0	2.8	-1	10	-0.3
Cc1c(NC(=O)OC(C)C)sc(=S)n1C	-2	x	1	7	-6	-1	-3.2	4	-9	-3.1
Cc1cc(N2CCN(C3CCCC3)CC2)n2c(nc3ccccc32)c1C#N	2	0	-2	12	1	-3	-0.1	-6	-44	-0.9
COc1ccc(CC(NC(C)=O)C(=O)NC2CCN(S(=O)(=O)c3ccccc3)CC2)cc1OC (stereo unspecified)	-1	4	-3	-11	-1	-2	-1.8	1	-2	-0.5
Cc1ccccc1S(=O)(=O)N1[C@@H](c2ccc(Cl)cc2)C(C(=O)O)=CC[C@H]1c1ccc(Cl)cc1	-12	-1	5	3	4	0	15	-8	6	-2.3
C/C(=N\OC(=O)c1ccc(C)cc1)c1c(C)nc2cc(C)ccn12	-2	-1	x	-2	-11	8	0.2	6	9	-0.8
COc1cc(OC)c(-c2sc(Nc3ccccc3)n[n+]2-c2ccc(F)cc2)cc1OC	0	-1	-3	26	0	0	-0.2	-8	11	-0.1
Cc1ccc(NS(=O)(=O)c2cccc(C(=O)N/N=C/c3ccc4c(c3)OCCO4)c2)c(C)c1	-1	x	-1	-2	-7	0	0.6	6	4	-3.8
O=C(O)c1ccc2c(c1)ncn2C1CCCCCC1	-3	x	x	43	-8	6	1.6	3	2	-0.8
O=C(Nc1cccnc1)c1cn(-c2ccccc2)nc1-c1cccs1	-29	29	-8	59	4	-4	-2.8	3	x	-4.1
COc1ccc(C(C)(C)C)cc1NC(=S)NCCN1CCOCC1	-4	x	0	1	-1	3	-0.2	1	-8	0.1
COc1ccc(C2CC(=O)c3cnn(-c4nc(C)cc(C)n4)c3C2)cc1OC (stereo unspecified)	-6	-1	5	x	3	-1	-0.1	-3	0	0.2
O=C(c1cc2ccccc2oc1=O)N1CCCCCCC1	0	-1	x	-10	7	0	1.7	0	3	-0.3
O=C(NNS(=O)(=O)c1ccccc1)c1ccc(S(=O)(=O)N2CCCCC2)cc1	1	-2	-1	-7	-8	-2	-1.5	2	3	-0.5
Cc1ccc2c(c1)N(C(=O)CCC(=O)O)CCO2	-5	-3	x	4	-2	0	-1.1	5	-11	-1.7
Cc1cc(C(=O)N2CCN(c3ncccn3)CC2)c(C)o1	2	7	-4	-6	-16	-5	-0.4	2	-7	-0.5
COc1ccccc1N1CC(C(=O)Nc2ccccc2N2CCCC2)CC1=O (stereo unspecified)	-8	-2	-6	-4	-2	7.6*	0.4	-1	-3	-4.2
O=C1CCC[C@@H]2Cc3nc4ccc(O)cc4cc3[C@@H]3CCN1[C@H]23	-4	0	0	8	-8	-1	5.1	15	-2	-1.7
O=C(O)COCC(=O)N1CCN(C(c2ccccc2)c2ccccc2)CC1	-3	-1	-1	-4	-2	3	0.7	4	3	-0.7
Oc1cncc(Cc2ccccc2)c1	-2	0	-1	x	11	1	-2.9	-5	4	-0.7
COC(=O)c1nnn(CC(=O)NC(=O)Nc2ccccc2F)c1C(=O)OC	-6	0	1	1	1	-4	3.2	0	2	-2.7
O=C(NCc1cccnc1)c1sc2cc(Cl)ccc2c1Cl	-24	x	-4	14	8	0	-0.9	1	3	-1.7
CCOC(=O)C1=CN(Cc2cccc(F)c2)S(=O)(=O)NC1c1ccc(Br)cc1F (stereo unspecified)	3	-3	-5	-3	-10	1	1.8	-2	7	-0.3
CC(C)c1ccc(/C=N/NC(=O)c2ccc(-n3cnnn3)cc2)cc1	12	-3	-1	10	7	-2	-0.3	-7	5	-2.8
CCN(C(=O)Cc1nc(N)n[nH]1)C1(C(=O)Nc2ccccc2)CCCCC1	-7	-1	-1	-4	-6	1	-0.5	4	0	-0.6
CSc1ncccc1C(=O)OCC(=O)Nc1ccc2c(c1)CCC2	-8	1	4	7	-9	1	0.4	0	13	0.4
COc1cccc(CN(C)C(=O)CC2C(=O)NCCN2C2Cc3ccccc3C2)c1 (stereo unspecified)	2	-1	9	8	-9	1	1.4	0	3	-2.5
COc1ccccc1[C@H]1C(c2cccc(Cl)c2)=NN(c2ccccc2)[C@@H]1CO	-12	x	0	-4	2	2	-1.5	1	0	-0.6
Cc1c(C(=O)Nc2cccc(S(=O)(=O)N3CCOCC3)c2)oc2ccc(Br)cc12	-2	-4	0	14	14	7	-6.1	-1	1	-0.9
O=C(CN1C(=O)NC2(CCCc3ccccc32)C1=O)c1ccc(Br)cc1 (stereo unspecified)	-19	0	-6	-13	6	0	-0.5	-2	27	-3.1
CCOC(=O)C1=C(C)NC(C)=C(C(=O)OCC)C1C(=O)OCC(=O)NC(C)C	-20&1	-4	-7&17	3&-13	-9&1	7&1	-1.8&1.7	-2&1	-1&6	-0.3&-1.6

An excerpt of these results, with bars between the fields.
mol | dFosB activator | Wnt act | CAL PDZ FP-1 | MITF TRPM1 HTS | Tat transport | V-ATPase pH | CDK5 inh | cardiac RTF act | Rtt109 HAT inh | CAL PDZ FP-2
CCOC(=O)C1=CN(Cc2cccc(F)c2)S(=O)(=O)NC1c1ccc(Br)cc1F (stereo unspecified) | 3 | -3 | -5 | -3 | -10 | 1 | 1.8 | -2 | 7 | -0.3
CC(C)c1ccc(/C=N/NC(=O)c2ccc(-n3cnnn3)cc2)cc1 | 12 | -3 | -1 | 10 | 7 | -2 | -0.3 | -7 | 5 | -2.8
CCN(C(=O)Cc1nc(N)n[nH]1)C1(C(=O)Nc2ccccc2)CCCCC1 | -7 | -1 | -1 | -4 | -6 | 1 | -0.5 | 4 | 0 | -0.6

Further entries follow:
SMILES	dFosB activator	Wnt act	CAL PDZ FP-1	MITF TRPM1 HTS	Tat transport	V-ATPase pH	CDK5 inh	cardiac RTF act	Rtt109 HAT inh	CAL PDZ FP-2
COC(=O)Cc1ccc(NC(=S)N2CCCC(C)C2)cc1 (stereo unspecified)	-4	x	4	-9	5	-4	-0.5	-6	46	-2.2
CCOc1ccc(CN(CCC#N)C(=S)NC(=O)c2ccccc2)cc1	-9	-4	5	-4	-5	0	0.7	-7	32	-0.6
CC(C)CCN1CCN(Cc2cnc(-c3ccccc3)s2)CC1CCO (stereo unspecified)	-8	-1	-3	3	4	-4	-3.6	2	-2	-0.6
C=CCn1c(SCCNC(C)=O)nc2cc(-c3ccccc3)sc2c1=O	-16	1	-1	17	-8	3	3.3	-3	-8	-1.6
Cc1nn(-c2ccccc2)c(C)c1NC(=O)COC(=O)c1cccc(OC(F)F)c1	-1	-1	-2	-1	3	0	0.1	-3	0	-1.2
O=S(=O)(N/N=C\C=C\c1ccccc1)c1ccc(Cl)cc1	-1	x	-7	-1	-6	1	-1.7	5	0	0.7
